# hcGAS inh – blocks human cGAS activity. Q8N884. recombinant h-cGAS, ATP depletion, Kinase-Glo luminescence. inhibition, % at 12.5 µM. 290,000 tested, 0.081% active. AID 1259398;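 further: 0% = vehicle reaction and 100% = reaction without DNA for no activity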
# Target sequence (Q8N884 whole entry, looked up): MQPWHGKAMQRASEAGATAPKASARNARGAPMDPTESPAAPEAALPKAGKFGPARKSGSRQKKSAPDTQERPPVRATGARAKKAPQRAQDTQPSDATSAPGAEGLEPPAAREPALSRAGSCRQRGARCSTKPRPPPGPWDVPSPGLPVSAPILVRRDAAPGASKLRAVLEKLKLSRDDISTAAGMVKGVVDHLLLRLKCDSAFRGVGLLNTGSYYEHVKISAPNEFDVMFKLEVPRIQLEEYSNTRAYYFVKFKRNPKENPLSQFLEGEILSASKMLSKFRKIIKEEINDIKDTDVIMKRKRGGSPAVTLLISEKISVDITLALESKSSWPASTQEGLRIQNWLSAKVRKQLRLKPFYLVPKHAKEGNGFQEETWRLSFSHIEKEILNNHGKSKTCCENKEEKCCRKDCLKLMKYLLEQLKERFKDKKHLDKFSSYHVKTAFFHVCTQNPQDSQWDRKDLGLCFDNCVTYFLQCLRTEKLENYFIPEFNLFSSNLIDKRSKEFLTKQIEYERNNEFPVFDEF
# mcGAS lum – inhibitors of mouse cGAS; 160,000 tested, 0.15% active; Q8C6L5; inhibition, % at 12.5 µM; recombinant cGAS, Kinase-Glo ATP depletion luminescence;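 further: 0% = negative control wells and 100% = reference inhibitor with no enzyme activity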
# NPYLR7 agonist – activates Aedes aegypti NPYLR7 receptor. HEK293T NPYLR7/Galpha15, GCaMP6s calcium fluorescence. activation, % at 10 µM. 270,000 tested, 0.15% active; in the data active means activation above about 40%;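 further: 0% = vehicle and 100% = reference agonist at the receptor; some compounds past the cut are filed as inactive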
# * marks the source's active call; other numbers are inactive results; x = no result given; & = joins results of further samples. Unless noted, no stated cut-off is given here; in the data, active means inhibition above about 40%; inactive means the rest.
canonical_smiles	hcGAS inh	mcGAS lum	NPYLR7 agonist
Cc1ccc2[nH]c(C(=O)N(C)C(C)c3ccon3)c(C)c2c1 (configuration not stated)	0	-9	x
CCOc1cccc(CN2CCC(Cc3nnc(SC)n3C)CC2)c1O	-7	-12	7
CCS(=O)(=O)Oc1ccccc1CN(C(=O)C(C)C)C(C)C	-7	-6	-3
Cn1c(C23CC4CC(CC(C4)C2)C3)n[nH]c1=S	2	-2	x
O=C(CC1CSc2nc3c(c(=O)n21)CCCC3)NCc1ccc(F)cc1 (configuration not stated)	-3	x	-1
O=C(c1cn(C2CCCCC2)nn1)N1CCOc2ccc(Cl)cc2C1	-4	x	4
Cc1cccn2cc(CSc3nnc(C4CC4)n3C3CC3)nc12	-1	-2	-4
CCOCCCNC(=O)CSc1nc2ccccc2c(=O)n1C1CC1	-8	-10	0
C=CCC(NC(=O)Nc1ccc(S(C)(=O)=O)cc1)c1ccncc1 (configuration not stated)	3	x	15
CCNC(=O)N1CC(C(=O)NC(C)c2ccccc2)CC(c2ccc(F)c(C)c2)C1 (configuration not stated)	-6	x	6
CCN(CC)CCSc1ccc(-c2ccccc2)nn1	-10	x	7
CCn1nc(C(=O)N2CCCCCC2)c2c1CCC(NCCc1nc(-c3ccccc3)cs1)C2 (configuration not stated)	-15	-7	23
COc1cccc(CNC(=O)N2CCN(c3ncccc3NC(=O)c3ccc4c(c3)OCO4)CC2)c1	-2	-6	3
COc1coc(C(=O)Nc2nc(C)cs2)cc1=O	-8	x	11
C/C=C/C(=O)Oc1cc(C)[nH]c(=O)c1[N+](=O)[O-]	-6	-7	0
Cc1cccc(NC(=S)N2CC(=O)N3CCc4ccccc4C3C2)c1 (configuration not stated)	-11	-6	31
CCC(Sc1nc2c(sc3ccccc32)c(=O)n1CCCOC)C(=O)NC1CCCC1 (configuration not stated)	-1	x	-4
O=C(NCCOc1ccccc1)c1ccc(-c2n[nH]c3c2CCCc2ccccc2-3)cc1	-9	-9	1
Cc1ccccc1C(=O)NCC1CN(c2ccc(F)cc2)C(=O)O1 (configuration not stated)	-3	x	0
Cc1ccccc1CN1CCC(CN(Cc2cccnc2)C(=O)c2ccccn2)CC1	-5	x	13
CCc1nc2n(n1)C(=O)C(C(c1cccc(C(F)(F)F)c1)N1CCOCC1)S2 (configuration not stated)	-11	-8	-3
CC1=NN(c2ccccc2)C(=O)/C1=C\c1ccccc1	0	1	-7
CN(C(=O)/C=C/c1cccc(C(F)(F)F)c1)c1ccc(-c2onc3c2CCc2ccccc2-3)cc1	6	2	6
Cc1nc2nc(Cc3c(C)nn(-c4ccccc4)c3C)cc(=O)n2[nH]1	-11	-12	0
CC1(C(=O)Nc2ccc3c(c2)OCCO3)CCN1C(=O)C1(c2ccc(Cl)cc2)CCC1 (configuration not stated)	-10	-4	15
Cc1ccc(NC(=O)N(Cc2ccccn2)C2CC2)c(C)c1	-16	-7	0
Cc1ccnc(SCc2cc(=O)c(OC(=O)c3ccc4c(c3)OCO4)co2)n1	-5	-7	-13
CCOC(=O)c1ccc2c(c1)nc(SCc1cc(C(F)(F)F)cc(Cl)c1F)n2CCOC	-3	-6	-1
O=S(=O)(Nc1ccc(OC(F)(F)F)cc1)c1ccc(F)c(F)c1	-2	-3	10
O=C(NNC(=S)NC1CC1)C(=O)NNC(=S)NC1CC1	-6	x	4
CC(O)(c1cccnc1)c1nc(-c2ccc3ccccc3c2)cs1 (configuration not stated)	-13	x	6
Cc1cc(CN(C)C(=O)[C@H]2C[C@@H](C(=O)O)N(C)[C@H]2c2ccccc2F)no1	-4	x	5
COC(=O)c1ccccc1C(=O)N1CCCC(C(=O)c2ccccc2OC)C1 (configuration not stated)	2	x	4
COc1ccc2sc(N(CCN3CCOCC3)C(=O)c3ccc([N+](=O)[O-])o3)nc2c1	-8	x	11
CC(C)NC(=O)CNC(=O)CSc1cccs1	-7	x	4
O=C(CSc1nc(=O)n(Cc2ccncc2)c2c1CCC2)NCC1CCCO1 (configuration not stated)	-4	-7	30
CCN(CC)C(=O)Cc1ccc(NC(=O)NC(C)CCN(C)C)cc1 (configuration not stated)	-4	x	-2
CN(Cc1cn(Cc2ccccc2)nc1-c1ccc2c(c1)OCO2)C1CCOC1 (configuration not stated)	-4	-4	0
O=S(=O)(NCCc1cccs1)c1c(Cl)cc(Br)cc1Cl	-2	x	0
CCOC(=O)c1ccc(NC(=O)N2CCN(CC(OCc3c(F)cccc3F)c3ccc(Cl)cc3)CC2)cc1 (configuration not stated)	-3	-6	x

# Compounds above containing a CF3 group:
canonical_smiles	hcGAS inh	mcGAS lum	NPYLR7 agonist
CCc1nc2n(n1)C(=O)C(C(c1cccc(C(F)(F)F)c1)N1CCOCC1)S2 (configuration not stated)	-11	-8	-3
CN(C(=O)/C=C/c1cccc(C(F)(F)F)c1)c1ccc(-c2onc3c2CCc2ccccc2-3)cc1	6	2	6
CCOC(=O)c1ccc2c(c1)nc(SCc1cc(C(F)(F)F)cc(Cl)c1F)n2CCOC	-3	-6	-1
O=S(=O)(Nc1ccc(OC(F)(F)F)cc1)c1ccc(F)c(F)c1	-2	-3	10

# (further entries)
canonical_smiles	hcGAS inh	mcGAS lum	NPYLR7 agonist
O=C(c1ccc([N+](=O)[O-])o1)N(Cc1cccnc1)c1nc2ccc(Br)cc2s1	-7	-8	-1
Nc1nc(COc2ccc(F)cc2F)nc(Nc2ccccc2)n1	-6	x	5
C=CCn1c(C)c(C)n2c3c(=O)n(Cc4ccc(F)cc4)c(=O)n(C)c3nc12	-8	x	-2
CC1=C(C(=O)Nc2ccccc2)C(c2ccc(Br)cc2)n2nc(CCCO)nc2N1 (configuration not stated)	-7	x	0
CCc1cc(CNC(=O)NC2CCN(c3ccc(F)cc3F)C2)[nH]n1 (configuration not stated)	-18	x	5
O=C(c1ccc(N2CCCCC2=O)cc1)N1CCN(S(=O)(=O)c2ccc(F)cc2)CC1	-13	x	8
COc1ccc(-c2nnc(SCc3nnc(-c4ccco4)o3)o2)cc1OC	-4	-8	21
c1cc(N2CCN(c3nccn4ccnc34)CC2)ccn1	3	x	0
CN1CCCc2cc(CNCC3CNc4ccnn4C3)ccc21 (configuration not stated)	-14	x	8
CCOc1ccc(N2C(=O)CC(/C=C3/N(C)c4ccccc4C3(C)C)C2=O)cc1 (configuration not stated)	-7	x	-3
CCN(CC)c1nccc(-c2cc(C(=O)O)ccn2)n1	-9	x	21
O=c1cc(NCc2ccccc2Cn2cccn2)nc2ccccn12	-12	-8	3
Cc1cc(=O)[nH]c(-n2nc(C)c(CCC(=O)Nc3cc(C)on3)c2C)n1	-5	x	10
Cc1cccc(OCCN2CCCC(O)(CN(C)C)C2)c1C (configuration not stated)	-8	-12	-3
Cc1ccccc1NC(=O)CC(=O)N(Cc1ccccn1)C1CCCCC1	-3	-7	5
CC(C)c1cc(C(=O)N[C@@H]2C[C@@H](CO)N(C)C2)on1	-3	x	0
Cc1ccc2nc(COC(=O)CN3C(=O)C4CC=CCC4C3=O)cc(=O)n2c1 (configuration not stated)	0	0	4
Cn1c(-c2ccco2)n[nH]c1=S	-8	x	3
COCC(=O)N1CCCN(Cc2ncc[nH]2)CC1	1	x	0
Cn1nc(Br)c2c(NC(CO)C(C)(C)C)ncnc21 (configuration not stated)	-7	x	-3
CN1CC2(CCCN(C(=O)c3cc4sccc4[nH]3)CC2)OC1=O (configuration not stated)	-3	x	15
Cn1ccnc1SCc1cc(=O)c(OC(=O)CC2CCCCC2)co1	-5	-7	-4
COCCCNC(=O)C(NC(=O)c1ccc(OC)cc1)C1CCN(C(=O)c2ccc(Cl)cc2)CC1 (configuration not stated)	-4	-4	-6
O=c1ccc(-c2ccc(F)cc2)nn1CCNS(=O)(=O)CCc1ccccc1	-5	-11	-1
Cc1ccccc1Cn1c(=O)c2c(nc3n(CCCN(C)C)c(C)cn23)n(C)c1=O	-7	x	-5
COc1ccc(C2CCCN2c2nnnn2-c2ccccc2)cc1 (configuration not stated)	-8	-17	19
O=C(C1CC1)N1CCN(Cn2nnc3ccccc3c2=O)CC1	-12	-6	1
COc1cc(OC)c(-c2nccn2CCc2ncc[nH]2)cc1OC	-8	x	4
CCCCOc1ccc(C(=O)N2CCC3(CC2)C(=O)N(CC(=O)NCc2ccc4c(c2)OCO4)CN3c2ccccc2)cc1	2	-1	-5
Cc1cc(N(C)Cc2ncc[nH]2)nc(-c2ccccc2)n1	-4	-15	x
CCOC(=O)C1CCCN(C(=O)c2cc(F)c(-n3ccnc3-c3ccccc3)cc2F)C1 (configuration not stated)	1	x	5
O=C(Cn1cc2c(n1)CCCCC2)NCCC1=CCCCC1	-7	-4	3
O=C(Cc1ccccc1)N(CC(=O)N1CCc2sccc2C1COc1cccc(F)c1)CC1CCCO1 (configuration not stated)	-5	-5	-4
CCc1nc(SCC(=O)N(C)Cc2n[nH]c3c2CCC3)n[nH]1	-4	0	3
COCCN(Cc1ccc(OC)c(OS(=O)(=O)c2ccc(NC(C)=O)cc2)c1)C(=O)c1cccs1	1	-3	7
Cc1cnc(-c2ccccc2NC(=O)C2CC2c2cccc(F)c2F)[nH]1 (configuration not stated)	-8	x	5
O=C(Nc1ccc(-c2onc3c2CCCC3)cc1)c1c(Cl)cc(Cl)cc1Cl	-1	-3	10
COc1ccc(/C=C/C(=O)N(C)Cc2ccc(Br)cc2)c(OC)c1	-5	x	-3
CCCCN1CCN(c2nc3c(c(=O)[nH]c(=O)n3C)n2Cc2ccc(Cl)c(Cl)c2)CC1	2	x	0
O=C(NCc1nnc2n1CCC2)N1CCCC(N2CCCC2)C1 (configuration not stated)	-6	x	8
Cc1cc(C(C)(C)C)cc(C)c1NC(=O)CCl	-8&-7	-17&-7	-1&8
Nc1ccccc1-c1nnnn1C1CC1	3	x	4
Cc1onc(-c2ccccc2Cl)c1C(=O)Nc1ccccc1Sc1ccccc1	4	-2	-11
COc1ccc(C(C)C)cc1S(=O)(=O)N1CCN(c2cccc(C)c2C)CC1	-4	-4	5
COc1cccc(CN(CC(O)COc2ccccc2)CC2CC(c3ccc(F)cc3)=NO2)c1 (configuration not stated)	-5	-6	-2
Cc1ccc(-n2ncc(C(=O)N3CCN(C)CC3)c2C)cc1	-4	-4	15
N#Cc1cccc(C(=O)N2CCC(n3cnc4ccccc43)CC2)c1	-4	-5	-3
O=C(NS(=O)(=O)c1ccc(Cl)s1)c1sc2cc(Cl)ccc2c1Cl	5	7	1
CCOC(=O)c1ccc(NC(=O)CSc2ccc3nc(-c4ccc(OC)cc4)cn3n2)cc1	-14	x	-5
C=CCC1(OC)CCN(C(=O)c2cc(CN3CCC(O)CC3)on2)CC1	-7	-7	-3
Cc1nc(CCN)cc(N(C)Cc2nc(-c3cccnc3)no2)n1	4	x	2
CN1CCN(c2ncccc2CNC(=O)C2CC(=O)N(C3CC3)C2)CC1 (configuration not stated)	-3	-15	4
COc1ccccc1-c1cc(C(=O)NCc2cccc(C(F)(F)F)c2)nc2cc(-c3ccccc3)nn12	-4	-5	18
CC(=O)NCCCC(=O)N1CCC(=O)N(CC2CC2)C(C(C)C)C1 (configuration not stated)	-6	-12	0
O=C(NCCc1ccccc1)Nc1nnc([C@H]2C[C@H](O)[C@@H](CO)O2)s1	-3	-5	9
Cc1nc(C)c(-c2cc(C)c3c(C)nc(C)nc3n2)c(N)n1	0	-4	5

# (cont.)
canonical_smiles	hcGAS inh	mcGAS lum	NPYLR7 agonist
CCOc1ccc(-n2c(SCC(=O)Nc3cc(C)on3)nc3c(c2=O)SCC3)cc1	-5	-9	-3
CCN(CC)c1ccc(CN(CC2CCCO2)C(=O)NC(C)(C)C)c(OS(C)(=O)=O)c1 (configuration not stated)	-5	-9	-13
Cc1cccc(-n2nc(C(C)(C)C)cc2NC(=O)CN(CC(C)C)C(=O)Nc2ccc(F)c(F)c2)c1	5	-1	-9
Cc1nc2sccn2c1C(=O)NCC1(Cn2cccn2)CC1	-9	-12	x
O=C(NCc1cc(-c2cc3ccccc3o2)on1)C12CC3CC(CC(C3)C1)C2	0	0	6
CCO[C@H]1C[C@@H](O)C12CCN(C(=O)c1cnc(N3CCOCC3)nc1)CC2	-9	-6	x
Cc1cccc2c1NC(c1ccccc1Br)NC2=O (configuration not stated)	-9	x	19
C=CCn1c(SCc2ccccc2C#N)nnc1-c1cc(OC)cc(OC)c1	-2	-3	x
O=C(Nc1nnc(Cc2ccc(F)cc2)s1)c1cccs1	-5	-9	-13
CC(C)C1CN(C(=O)Cc2cccc(O)c2)CCC(=O)N1CC1CC1 (configuration not stated)	-4	-12	6
O[C@@H]1CN(Cc2c(Cl)nc3sccn23)CC[C@H]1c1ccc(F)cc1	-6	-15	7
COc1nc2cn(C3CCCC3)c(O)c2cc1CNC(=O)c1ccnn1C	-5	-14	4
COC(=O)C(=O)N1CCC(Cc2ccc3c(c2)OCO3)CC1	-5	-6	5
CC1CCCN(C2=C(NS(=O)(=O)c3ccc(Cl)cc3)C(=O)c3ccccc3C2=O)C1 (configuration not stated)	-4	x	-3

# 3 compounds drawn at random from the list so far, as already listed:
canonical_smiles	hcGAS inh	mcGAS lum	NPYLR7 agonist
CCNC(=O)N1CC(C(=O)NC(C)c2ccccc2)CC(c2ccc(F)c(C)c2)C1 (configuration not stated)	-6	x	6
CCCCN1CCN(c2nc3c(c(=O)[nH]c(=O)n3C)n2Cc2ccc(Cl)c(Cl)c2)CC1	2	x	0
C=CCC1(OC)CCN(C(=O)c2cc(CN3CCC(O)CC3)on2)CC1	-7	-7	-3

# Screening data from PubChem.
